From PubChem BioAssay
SENP6 inh – SENP6 protease inhibition; Q9GZR1; Recombinant SENP6 catalytic domain, aminoluciferin luminescence; inhibition, % at 10 µM; 1.8% of 330,000 active;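 active means inhibition above about 50% at the single tested dose, limit read from the data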;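 further: plate controls were DMSO wells with enzyme for no effect and DMSO wells lacking enzyme for full effect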
SENP8 block-1 – SENP8 (human) protease inhibition; AID 602440; 0.64% of 360,000 active; Q96LD8; recombinant SENP8, Nedd8 substrate fluorescence; inhibition, % at 20 µM; in the data active means inhibition mostly above about 40%, no sharp cut-off; inactive means mostly below about 27%
Target sequence (Q96LD8 whole entry, looked up): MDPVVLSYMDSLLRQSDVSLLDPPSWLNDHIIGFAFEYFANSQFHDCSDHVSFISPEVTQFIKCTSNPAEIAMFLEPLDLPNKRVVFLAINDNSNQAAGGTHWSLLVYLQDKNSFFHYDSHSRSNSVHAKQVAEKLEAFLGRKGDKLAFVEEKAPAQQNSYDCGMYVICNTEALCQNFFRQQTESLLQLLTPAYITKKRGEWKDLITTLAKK
SENP7 block – blocks the human protease SENP7; Q9BQF6; recombinant SENP7, Z-RLRGG-aminoluciferin luminescence, 40 min; inhibition, % at 5 µM; 1.5% of 330,000 active; AID 434973;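 active means inhibition above about 50% at the single test dose, limit read from the data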;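 further: plate controls were DMSO with enzyme for no effect and no enzyme buffer wells for full effect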
Target sequence (Q9BQF6 706-1050 limits assumed): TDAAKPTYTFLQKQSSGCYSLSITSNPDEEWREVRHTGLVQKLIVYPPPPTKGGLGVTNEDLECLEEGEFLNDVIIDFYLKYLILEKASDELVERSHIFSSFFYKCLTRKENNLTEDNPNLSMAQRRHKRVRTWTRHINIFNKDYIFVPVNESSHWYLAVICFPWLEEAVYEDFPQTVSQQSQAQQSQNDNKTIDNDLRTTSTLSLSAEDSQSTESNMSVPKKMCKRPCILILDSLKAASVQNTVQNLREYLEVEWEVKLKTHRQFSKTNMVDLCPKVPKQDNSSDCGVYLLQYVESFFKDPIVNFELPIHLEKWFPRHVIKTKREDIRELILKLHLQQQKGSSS
SENP1 FRET inh – SENP1 (human) catalytic domain inhibition | 0.21% of 360,000 active | recombinant SENP1 catalytic domain, CyPet-SUMO1-YPet FRET cleavage | inhibition, % at 10 µM;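 active means inhibition at least 30% at 10 µM, raw YFP signal under a set limit, fluorescence ratio 0.5 to 1.5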;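 further: 0% = enzyme with DMSO and 100% = no enzyme wells; some results filed as inactive read as strong as hits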
Target sequence (Q9P0U3 419-644 limits assumed): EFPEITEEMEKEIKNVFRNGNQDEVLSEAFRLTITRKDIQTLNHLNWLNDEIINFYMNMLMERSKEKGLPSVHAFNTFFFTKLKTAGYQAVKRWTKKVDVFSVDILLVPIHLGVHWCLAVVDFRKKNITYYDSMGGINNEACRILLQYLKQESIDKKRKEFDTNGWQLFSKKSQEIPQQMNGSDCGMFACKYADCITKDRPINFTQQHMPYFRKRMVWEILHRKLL
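Test system: recombinant human SENP1 catalytic domain, His6-tagged / Medium: pH 8 Tris buffer with EDTA, NaCl, BME, BSA, NP40, catalase / Also added: SUMO1 FRET substrate flanked by Cypet and Ypet, 25 nM / Times: 50 min reaction at room temperature / Signal: FRET, CFP and YFP emission / Control set: no-enzyme low control and enzyme-plus-DMSO high control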
SENP8 block-2 – SENP8 protease inhibition; 1.2% of 330,000 active; Q96LD8; inhibition, % at 10 µM; purified SENP8, Z-RLRGG-aminoluciferin cleavage, luminescence; AID 2540; in the data active means inhibition above about 50%
PfGluPho inh – PfG6PD (Plasmodium falciparum) enzyme inhibition. PfGluPho enzyme, NADPH resazurin-diaphorase fluorescence. 0.78% of 350,000 active. inhibition, % at 20 µM. AID 504690;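 active means inhibition reaching at least a set limit at 20 µM in the primary screen, cut at about 59% in these data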;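 further: 0% = DMSO wells with substrate and 100% = DMSO wells lacking glucose-6-phosphate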
UBC13 inh – human UBC13 polyubiquitination inhibition | P61088 | UBC13 polyubiquitin chain formation, TR-FRET | inhibition, % at 20 µM | 0.47% of 330,000 active | AID 485273; in the data active means inhibition above about 45%, passing the limit was not always enough
Target sequence (P61088 whole entry, looked up): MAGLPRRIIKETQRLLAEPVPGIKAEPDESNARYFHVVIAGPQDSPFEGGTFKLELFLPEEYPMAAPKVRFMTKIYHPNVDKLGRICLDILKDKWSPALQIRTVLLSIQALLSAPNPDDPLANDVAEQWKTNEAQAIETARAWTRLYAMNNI
HKDC1 inhibitor – inhibitors of human hexokinase HKDC1. 0.16% of 340,000 active. recombinant HKDC1, G6PDH/diaphorase resazurin coupled fluorescence. Q2TB90. inhibition, % at 20 µM;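 active means inhibition above about 35% when tested at 20 µM, limit read from the data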;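 further: plate controls were DMSO wells with enzyme for no effect and DMSO wells lacking enzyme for full effect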
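Test system: recombinant HKDC1 (HK5) hexokinase enzyme, produced in-house / Doses: 20 µM test compound, 1% DMSO / Timing: 90 min, room temperature / Detection: G6PDH/diaphorase-coupled fluorescence, 1 mM NADP, 100 µM resazurin, 525/613 nm / Control set: DMSO wells with and without enzyme mix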
MIN6 prolif – induces beta-cell replication in MIN6 cells; MIN6 cells proliferation, ATPlite luminescence, 48 h; cells starved in 0.2% serum; 100% = growth in 10% serum; AID 2380; proliferation, % at 10 µM; 0.29% of 330,000 active;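 active means compounds whose signal lies at least 3.5 SD above the mean of all wells on their plate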;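 further: 0% = DMSO-treated cells in low-serum medium and 100% = 10% serum control; some compounds called inactive have numbers as strong as hits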
* hit, by the source's call; · = not tested or not shown.

Results follow in this order: HKDC1 inhibitor	MIN6 prolif	SENP1 FRET inh	UBC13 inh	SENP7 block	PfGluPho inh	SENP8 block-1	SENP8 block-2	SENP6 inh
#1 Nc1nnc(Cc2ccc(Cl)cc2)s1
    -3	1	1	2	-2	-2	21	5	-4
#2 Cc1cc(=O)n2[nH]c(-c3cccnc3)nc2n1
    ·	2	·	0	5	·	·	5	14
#3 COCOc1ccc(C2CC(=O)c3c(OCOC)cc(OCOC)cc3O2)cc1 (stereo not drawn)
    -6	-3	-1	-8	11	16	54*	-10	-14
#4 O=C(c1ccc(Cl)c(S(=O)(=O)N2CCCC2)c1)N1CCN(c2ccccc2F)CC1
    -4	1	3	3	-7	-22	8	-6	-3
#5 O=c1cc(C=NNc2ccc([N+](=O)[O-])cc2)[nH]c(=O)[nH]1
    -2	·	-52	·	·	27	-67	·	·
#6 CC(C)(C)OC(=O)N1CCC[C@H]1C(=O)N/N=C/c1ccc2ncccc2c1
    -1	3	0	-8	1	-13	7	-11	-8
#7 O=C(CCNC(=O)c1ccc([N+](=O)[O-])cc1)NC1CCCCCC1
    -3	-2	2	-2	9	2	24	1	4
#8 COc1ccc(C2=CN(Cc3ccccc3)C(c3ccccc3)CC2=O)cc1 (stereo not drawn)
    1	-2	-4	7	6	-4	-108	6	6
#9 O=C(COc1ccc(S(=O)(=O)N2CCOCC2)cc1)Nc1ccccc1C(F)(F)F
    -7	-2	1	-6	-8	10	15	9	3
#10 O=C(CSc1nnc(-c2ccncc2)o1)c1ccc2c(c1)OCCO2
    -6	-2	1	4	8	-5	25	6	1
#11 O=C(Nc1ccnn1C1CCN(C2CCCC2)CC1)c1ccccc1
    -1	-4	-5	9	1	8	8	-1	-7
#12 CCc1nc(SCC(=O)Nc2c(C)n(C)n(-c3ccccc3)c2=O)n[nH]1
    -4	-1	-1	2	-5	11	18	-2	4
#13 O=C(c1cc(-c2ccccn2)nc2c(Cl)cccc12)N1CCN(C(=O)C2CCCO2)CC1 (stereo not drawn)
    2	-2	-1	-10	-2	5	2	7	-8
#14 Cc1cccn2c(=O)c3cc(C(=O)NC4CCCCC4)c(=N)n(CCN4CCOCC4)c3nc12
    -3	5	-69	0	-8	-17	-398	-8	12
#15 O=C(Nc1nc2c(s1)CCCC2)c1cccs1
    2	-5	1	5	96*	38	-37	92*	95*
#16 O=C(CCNc1ccc(F)cc1)c1ccco1
    1	-6	-1	1	6	14	3	0	-2
#17 Cc1nc(SCC(N)=O)[nH]c(=O)c1CCC(C)C
    -10	2	-2	9	5	-10	12	6	-6
#18 Cc1ccsc1C(=O)OCC(=O)NC1CCS(=O)(=O)C1 (stereo not drawn)
    -8	-1	1	-9	-9	-20	5	-12	-15
#19 COc1ccc(-c2noc3c2-c2nc(-c4ccccc4Cl)sc2CC3)cc1
    2	-6	1	12	-1	-1	-260	1	-8
#20 CCCCn1nc(C(=O)N(C)CC(=O)Nc2ccc(F)c(F)c2F)ccc1=O
    -8	-3	0	5	0	7	0	4	2
#21 Cc1ccc(C(c2sc3nc(C)nn3c2O)N2CC(C)OC(C)C2)cc1 (stereo not drawn)
    -7	-1	1	-8	-8	10	19	-6	-6
#22 COC(=O)c1ccccc1NC(=S)N1CCN(c2ccc(OC)cc2)CC1
    -5	1	6	-1	-7	0	-29	-9	-23
#23 CCOCCCNC(=O)c1ccc(NC(=O)C2=CSCCO2)cc1
    -6	0	0	0	-8	-11	12	-5	-5
#24 CSCc1ccc(C(=O)Nc2cccc(C)c2C)cc1
    -7	-2	1	3	4	3	11	-5	-10
#25 CCCCNC(=S)Nc1ccc(C(F)(F)F)cc1
    2	-6	0	-7	-11	4	28	-4	-6
#26 O=C(CCN1C(=O)c2ccccc2S1(=O)=O)Nc1ccc(F)c(F)c1F
    -3	2	2	-2	7	-9	15	-9	-16
#27 O=C1/C(=C/c2ccccn2)SC(=S)N1Nc1ncc(C(F)(F)F)cc1Cl
    8	·	2	·	·	47	20	·	·
#28 COc1ccc(-c2cc(=O)c3c(OC)c(OC)c(OC)c(OC)c3o2)cc1OC
    4	1	-2	4	-3	10	-144	4	1
#29 CC(=O)c1nnn(-c2nc(N)nc(N(c3ccccc3)c3ccccc3)n2)c1C
    -8	5	1	8	9	-9	10	-2	-1
#30 O=C(Nc1nnc(C2=COCCO2)o1)C1CCCCC1
    -4	-2	3	-5	1	-3	18	-2	13

(cont.)
Results follow in this order: HKDC1 inhibitor	MIN6 prolif	SENP1 FRET inh	UBC13 inh	SENP7 block	PfGluPho inh	SENP8 block-1	SENP8 block-2	SENP6 inh
#31 O=C(NCc1cccc(Br)c1)c1cc(-c2ccccc2)nn1CC1CC(c2cccc([N+](=O)[O-])c2)=NO1 (stereo not drawn)
    -1	-5	0	-7	-11	-24	10	2	-17
#32 COc1ccc(CCNC(=O)COC(=O)c2cncc(Br)c2)cc1OC
    2	-2	-2	1	2	-1	4	7	4
#33 Cc1ccc(C(=O)CC(c2cccs2)S(=O)(=O)c2ccc(C)cc2)cc1 (stereo not drawn)
    -3	-2	1	-2	63*	14	30	-4	62*
#34 O=C(NCCOC(=O)c1ccc([N+](=O)[O-])cc1)c1cccnc1
    15	-2	1	7	1	-18	2	3	-1
#35 CCOc1ccc(CN(C)CC(=O)NCc2ccccc2)cc1
    2	1	1	19	-5	-1	18	-3	-15
#36 COc1cc(CN2CCCCCC2)cc(OC)c1O
    -8	-3	2	-11	4	8	8	-4	-3
#37 Cc1nc(NC(=O)c2cccc(-c3cc4ccccc4oc3=O)c2)ccc1Br
    -28	-5	-2	20	1	-7	-400	-7	-3
#38 O=C(c1cc(Br)ccc1Cl)N1CCN(c2ccccn2)CC1
    -2	-1	2	-10	-13	1	10	-6	-15
#39 C/C(=N\NC(=O)c1c[nH]c2ccccc12)c1ccc(C)s1
    6	-3	3	-2	-7	7	-1	-4	-11
#40 COc1ccc(N2CCN(S(C)(=O)=O)CC2)cc1
    -2	-3	2	-15	-8	-2	31	-9	-12
#41 COc1ccccc1C1N(c2ccc(Cl)cc2)C(=O)C2CCCN21 (stereo not drawn)
    1	-3	-24	2	-4	10	3	-4	-2
#42 O=C(CSc1ccc(S(=O)(=O)N2CCOCC2)cn1)Nc1ccc(F)c(F)c1
    -4	-4	-1	-2	-5	35	-1	-11	-6
#43 O=C(COC(=O)c1ccc(Cl)nc1)Nc1ccc(Cl)cc1
    -2	3	4	1	-3	1	-4	-2	-11
#44 CC1CCCC(NC(=S)NC(=O)c2ccccc2Br)C1C (stereo not drawn)
    14	-6	3	-7	-6	13	15	-5	-17
#45 CC(=O)c1cccc(OCCN2C(=O)NC(C)(C)C2=O)c1
    1	2	2	5	1	-12	7	-1	12
#46 CC1CCCN(S(=O)(=O)c2ccc(NC(=O)Cn3nnc(-c4ccccc4F)n3)cc2)C1 (stereo not drawn)
    0	-5	3	-2	5	18	28	-1	-5
#47 N/C(=N\OC(=O)/C=C/c1ccccc1)c1ccccn1
    -5	-4	4	-8	96*	-5	-2	88*	95*
#48 COC(=O)CCC/C=C1\SC[C@@H](NC(=O)c2ccccc2)C1NC(C)=O (stereo partly drawn)
    -6	1	2	6	6	1	14	-3	-6
#49 COc1ccc(-n2c(SCC(=O)N(C)c3ccccc3)nc3c([nH]c4ccccc43)c2=O)cc1OC
    -1	0	0	-5	4	5	-28	1	-2
#50 O=C(O)CN1CCCCCC1=O
    8	-1	-2	4	0	-20	10	3	1
#51 Cc1oc(-c2cccs2)nc1CS(=O)CC(=O)NC1CCCCCC1 (stereo not drawn)
    11	-1	-6	-14	3	0	-24	12	7
#52 CCN(CC(=O)NCc1ccc(Cl)cc1)C(=O)COc1cccc(Cl)c1
    2	-4	1	5	5	-16	10	10	-3
#53 COc1ccc(N2CCN(c3ccc(NC(=O)/C=C\C(=O)O)cc3)CC2)cc1
    0	-2	5	-7	-2	25	31	1	3
#54 CCn1c(CCn2ccnc2C)n[nH]c1=S
    14	-3	-1	-3	-6	20	13	-6	-4
#55 O=[N+]([O-])c1ccc(-c2nc(Nc3ccc(O)cc3)c3ccccc3n2)cc1
    0	-2	3	-6	0	2	26	6	-3
#56 C=C(C)CSc1nc2nc(C)cc(C)n2n1
    -4	-1	1	0	6	12	25	1	3
#57 CCN1CCN(c2ncnc3scc(-c4ccc(OC)cc4)c23)CC1
    -7	-1	-4	-3	-8	0	11	-9	-14
#58 COc1cc(/C=C2/NC(=O)NC2=O)cc(Br)c1OCc1ccccc1
    3	7	-1	1	2	4	-221	0	-6
#59 Cc1cc(C)nc(N(C#N)Cc2cccc(Cl)c2)n1
    -9	0	3	11	-1	-29	5	-3	-12
#60 Cc1cc(=O)oc2cc(NC(=O)c3cc4ccccc4o3)ccc12
    ·	-2	·	-6	5	·	·	2	-15

Remaining list, next part.
Results follow in this order: HKDC1 inhibitor	MIN6 prolif	SENP1 FRET inh	UBC13 inh	SENP7 block	PfGluPho inh	SENP8 block-1	SENP8 block-2	SENP6 inh
#61 CCOP(=O)(OCC)C(Nc1ccccc1)c1ccco1 (stereo not drawn)
    -12	1	2	1	8	-5	22	-1	-7
#62 CC(=O)NCC(=O)OCN1C(=O)c2ccccc2C1=O
    1	-3	-1	2	-3	-17	9	-2	4
#63 Cc1cccc(NC(=O)Cn2c(=O)n(Cc3ccco3)c(=N)c3c4c(sc32)COC(C)(C)C4)c1
    3	-2	0	3	0	16	5	0	9
#64 CCCNc1nc(Cl)nc(NC(C)(C)C)n1
    -12	0	2	2	-5	13	11	-7	-14
#65 Cc1nn(CC(=O)Nc2ccc3c(c2)nc(CN2CCCCC2)n3C)c(=O)c2ccccc12
    -8	0	1	2	-5	-20	-34	-5	-1
#66 CCOc1ccc(CCNC(=O)CS(=O)Cc2nc(-c3ccc(C)cc3)oc2C)cc1OCC (stereo not drawn)
    -4	2	4	0	-3	-9	-17	6	3
#67 CCN(CC)C(=O)CSc1nnc(CSc2ncccn2)n1C
    -3	-3	1	-7	8	-16	8	2	5
#68 Cc1snc(SCC(=O)c2ccc([N+](=O)[O-])cc2)c1C#N
    -3	-3	1	-2	5	62*	16	13	7
#69 COc1ccccc1NC(=O)c1sc2ncn(Cc3cccc4ccccc34)c(=O)c2c1C
    14	-4	-34	7	-1	2	-23	-1	-13
#70 COC(=O)C1=C(N)Oc2cc(C)n(Cc3cccnc3)c(=O)c2C1c1cc(OC)ccc1OC (stereo not drawn)
    -9	-2	1	-11	-10	-14	28	-10	0
#71 O=C(N/N=C/c1cc([N+](=O)[O-])ccc1Cl)c1cnccn1
    -7	-5	2	-5	1	5	0	-6	-2
#72 COc1ccc(S(=O)(=O)N(C)CC(=O)NCc2ccc3c(c2)OCO3)cc1
    5	0	3	9	6	-25	14	-2	-8
#73 CCN(CC(=O)Nc1ccc(C(=O)OC)cc1)C1CCCCC1
    -4	2	-2	-6	-8	11	12	-4	-22
#74 COCCN(Cc1ccccc1)C(=O)c1cccc(S(=O)(=O)N2CCCc3ccccc32)c1
    -1	-4	-1	11	2	5	16	-1	-7
#75 COc1ccc(NC(=S)SC)cc1OC
    -10	-2	0	5	-1	7	16	-4	-6
#76 CN(Cc1ccc(Cl)s1)C(=O)CNC(=O)CNC(=O)c1ccc(Cl)cc1Cl
    5	-6	0	-1	8	-14	12	-5	-4
